High-throughput results (PubChem)
CBFb RUNX1 block – blocks binding between human CBF-beta and RUNX1. AlphaScreen CBFb-His/RUNX1-biotin binding, biochemical. Potency, µM (highest dose often 59.8 µM), for the others: at the top dose activity, negative = inhibition, hits mostly inhibitors. 230,000 tested, under 10 active. AID 1477; also: % of control where 0% means no effect
Target sequence (Q01196 whole entry, looked up): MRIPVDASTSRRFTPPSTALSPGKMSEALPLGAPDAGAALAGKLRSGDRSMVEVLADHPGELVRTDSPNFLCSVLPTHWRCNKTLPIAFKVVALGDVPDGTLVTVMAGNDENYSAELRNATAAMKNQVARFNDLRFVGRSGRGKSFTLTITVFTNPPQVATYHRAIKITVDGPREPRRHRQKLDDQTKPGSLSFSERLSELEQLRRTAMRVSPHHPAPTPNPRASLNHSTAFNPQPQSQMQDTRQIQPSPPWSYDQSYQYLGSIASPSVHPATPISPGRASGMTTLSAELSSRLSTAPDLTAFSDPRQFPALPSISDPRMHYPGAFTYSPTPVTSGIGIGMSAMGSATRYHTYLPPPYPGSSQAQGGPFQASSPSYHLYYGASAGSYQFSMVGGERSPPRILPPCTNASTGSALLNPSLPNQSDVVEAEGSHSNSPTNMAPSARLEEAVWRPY
Target sequence (Q13951 whole entry, looked up): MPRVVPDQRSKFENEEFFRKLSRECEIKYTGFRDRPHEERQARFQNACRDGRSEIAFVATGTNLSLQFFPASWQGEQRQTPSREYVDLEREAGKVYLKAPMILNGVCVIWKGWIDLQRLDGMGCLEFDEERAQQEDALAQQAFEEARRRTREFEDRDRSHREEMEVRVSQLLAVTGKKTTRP
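Proteins preincubated together for 20 min at RT before compound addition; 15 min later, nickel and streptavidin beads were added and left 90 min prior to AlphaScreen measurement.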
Epigenetic reg – regulators of epigenetic silencing causing reporter derepression in mouse cells | murine LDR cells, GFP reporter derepression, 30 h | Potency, µM (highest dose often 53.9 µM), without a hit: at the top dose GFP activation, most hits filed as activators | AID 1865 | actives 0.2% (n = 280,000); also: potency is read from the fitted curve at half-maximal effect; % of control where 0% means no effect; nearly all actives have a fitted effect of over 60% in size
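GFP-positive cell count by laser-scanning cytometry (objects 20–120 um) after 30 h, 37 C compound exposure of murine LDR cells; reporter is CMV-GFP integrated at a silenced locus, inducible by HDAC or DNMT inhibitors.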
KinaseGlo FLuc – blocks Kinase-Glo luciferase, a counter-screen artifact. Q27757. Kinase-Glo luciferase, ATP luminescence, 8 min. Potency, µM (highest dose often 38.3 µM), inactives show top-dose activity change, negative = inhibition, most hits filed as inhibitors. actives 0.28% (n = 200,000). AID 1379; also: potency is read from the fitted curve at half-maximal effect; % is scaled to controls: 0 for no effect and ±100 for the full control effect; nearly all actives have a fitted effect of over 60% in size
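Kinase-Glo luciferase light output from ATP and luciferin was measured with 10 uM ATP, within the enzyme's linear range. Buffer: 50 mM imidazole pH 7.2, 50 mM KCl, 7 mM MgCl2, 0.01% Tween 20, 0.05% BSA; luminescence read after 8 min at ambient temperature.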
Lamin A splicing – modulators of lamin A splicing; HeLa LMNA splicing GFP/RFP minigene ratio, 48 h; Potency, µM (highest dose often 46.1 µM), inactives show top-dose ratio change, negative = inhibition, usual class: inhibitors; actives 0.01% (n = 200,000); AID 1487; active = well fitted inhibition curve with a large enough effect in the signal ratio, with a control signal flat, not every such curve was filed as active; inconclusive = small, poorly fitted or top-dose-only effect, or effect the other way, or a change in a side signal; the % refers to the signal ratio; also: potency is read from the fitted curve at half-maximal effect; % is scaled to controls: 0 for no effect and ±100 for the full control effect
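S3 HeLa cells stably expressing lamin A-EGFP splicing minigene plus DsRed2, 600 cells/well, 48 h compound exposure at 37C. Laser-scanning cytometry; analysed as GFP (500-530 nm)/RFP (575-640 nm) total intensity ratio; 0.5% DMSO vehicle.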
NPSR antagonist – blocks cAMP signaling of the human neuropeptide S receptor | Q6W5P4 | CHO-NPSR cells, cAMP TR-FRET, antagonist mode | Potency, µM (doses to about 38.3 µM), for inactives: top-dose activity change, negative = inhibition, usual class: inhibitors | actives 1% (n = 220,000); also: potency is read from the fitted curve at half-maximal effect; % is scaled to controls: 0 for no effect and ±100 for the full control effect; nearly all actives have a fitted effect of over 50% in size; many of its hits are not listed in these tables
Target sequence (Q6W5P4 whole entry, looked up): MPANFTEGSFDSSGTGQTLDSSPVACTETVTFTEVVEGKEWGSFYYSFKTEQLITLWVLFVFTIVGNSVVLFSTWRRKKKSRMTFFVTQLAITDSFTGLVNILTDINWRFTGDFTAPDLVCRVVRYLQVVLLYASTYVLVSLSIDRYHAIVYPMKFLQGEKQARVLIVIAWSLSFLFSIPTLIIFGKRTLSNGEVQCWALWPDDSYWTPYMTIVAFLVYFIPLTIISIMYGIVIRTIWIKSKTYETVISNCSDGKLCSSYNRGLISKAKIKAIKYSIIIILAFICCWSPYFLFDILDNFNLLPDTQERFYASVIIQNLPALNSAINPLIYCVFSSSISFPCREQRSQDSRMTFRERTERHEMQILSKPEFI
HttQ103 aggreg – reduces HttQ103-GFP aggregates in PC12 cells. PC12 HttQ103-GFP aggregates, Acumen cytometry, 40 h. Potency, µM (highest dose often 46.1 µM), without a hit: at the top dose activity change, negative = inhibition, usual class: inhibitors. actives 1.1% (n = 220,000); also: potency is read from the fitted curve at half-maximal effect; % is scaled to controls: 0 for no effect and ±100 for the full control effect; nearly all actives have a fitted effect of over 60% in size
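Multiplexed with ATP-based cell death, this channel scores GFP aggregates in PC12 cells expressing inducible HTTex1-Q103-GFP. Induction used 100 nM tebufenozide; compounds were tested in concentration series.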
IMPase Li inh – IMPase inhibition in cells with lithium potentiation; CHO-M1 cells, IP1 TR-FRET (IP-One), carbachol + lithium; Potency, µM (doses to about 59.4 µM), without a hit: at the top dose activity, negative = IMPase inhibition, usual class: inhibitors; actives 0.35% (n = 210,000);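 also: IP1 builds up when IMPase is blocked and the TR-FRET signal falls; potency is read from the fitted curve at half-maximal effect; plate controls were basal vehicle for no effect and high inhibitor control for full effect; nearly all actives have a fitted effect of over 50% in size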
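Test compounds were applied to CHO-M1 cells previously cultured for 16–30 h at 2000 per well. A small lithium amount accompanied them; after 30 min at 37C, IP1 was quantified by TR-FRET.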
Starred values were filed as active, the others as inactive; ? = inconclusive; nt = not tested or not shown; & = joins results of further samples; [ ] = dose if it differs, or a comment. Unless noted, calls follow the shape of the dose curve; as a rule, active = well fitted curve in the direction sought with a large enough effect; inconclusive = small, poorly fitted or top-dose-only effect, or another doubt; inactive = no such curve, though single readings can be large; an effect the other way counts as inactive or inconclusive.

SMILES	CBFb RUNX1 block	Epigenetic reg	KinaseGlo FLuc	Lamin A splicing	NPSR antagonist	HttQ103 aggreg	IMPase Li inh
COc1ccc(NC(=O)c2c[nH]n3c(=O)cc(C4CCN(C(=O)OC(C)(C)C)CC4)nc23)cc1Cl	-2%	6.4%	nt	nt	-12%	22%	16%
O=C(Cn1nc(C(F)F)cc1C(F)F)NNC(=S)Nc1ccc([N+](=O)[O-])cc1	-22%	6.2%	-5%	?	-1%	-6%[9.22 µM]	4%
Cc1cc(C)c(Nc2cc(S(=O)(=O)O)c(N)c3c2C(=O)c2ccccc2C3=O)c(C)c1	nt	5.7%	?	-3%	5µM*	21%	81%[activator]
CC(C)(C)NC(=O)Cn1nnc(-c2ccc(Cl)cc2)n1	15%	5.1%	-3%	21%	-6%[46.1 µM]	-7%	-2%[38.3 µM]
COc1ccc(/C=N\NC(=O)COc2ccccc2Cl)cc1Cn1nc(C)cc1C	-1%	-1.1%	-3%	9%	-11%[46.1 µM]	13%	11%[38.3 µM]
O=C(CSc1nnc(-c2cccs2)n1-c1ccccc1)N1CCCc2ccccc21	-3%	0.1%	-1%	-5%	?	-21%	45%[activator][38.3 µM]
CCCOc1ccc(C2/C(=C(/O)c3ccc(F)cc3)C(=O)C(=O)N2CCCN(C)C)cc1 (configuration not stated)	17%	0.0%	0%	-11%	18%[46.1 µM]	-4%	7%[38.3 µM]
Cc1cc(OCC(=O)Nc2ccc(N3CCCC3)cc2)cc(C)c1Cl	-13%	0.0%	16%	-16%	-20%[46.1 µM]	2%	60%[activator][38.3 µM]
O=C(CSc1nnc(C2CC2)n1Cc1ccccc1)NCc1ccccc1	-1%	-1.7%	1%	4%	-6%[46.1 µM]	4%	13%[38.3 µM]
Cc1nc(N)c(Cc2ccccc2F)c(N)n1	-1%	-0.3%	0%	13%[46 µM]	10%	4%	-2%
CCN(CC)CCn1c(SCC(=O)NCCC2=CCCCC2)nc2c(sc3ccccc32)c1=O	5%	0.0%	nt	nt	-40%	-2%	3%
Cc1cc(Nc2nc3ccccc3nc2Cl)n(-c2ccc([N+](=O)[O-])cc2)n1	-1%	-0.2%	-1%	?	-25%[46.1 µM]	-29%	22%[38.3 µM]
Cc1ccc(-n2ncc3c(N4CCC(C(N)=O)CC4)ncnc32)c(C)c1	7%	2.1%	-7%	-5%	16%[46.1 µM]	-27%	9%[38.3 µM]
Cc1csc2c(=O)sc(NC(=O)c3ccc(F)cc3)nc12	14%	0.1%	nt	nt	?	-7%[9.22 µM]	nt
Cc1cc(OCCn2cnc3ccccc3c2=O)ccc1[N+](=O)[O-]	6%	2.3%	-3%	-12%	12%	16%	4%
Cc1ccc(NC(=S)N2CCN(C3CCCCC3)CC2)cc1	-1%	-1.2%	-1%	10%	-6%[46.1 µM]	7%	3%[38.3 µM]
c1cc(-c2nc3cc(Cc4ccc5oc(-c6ccncc6)nc5c4)ccc3o2)ccn1	3%	1.0%	0%	0%	2%[46.1 µM]	-26%	-1%[38.3 µM]
COc1ccc(CCN(C)C(=O)CNC(=O)c2ccccc2F)cc1OC	0%	0.0%	-4%	nt	-5%	5%	-12%
C(#CCN1CCOCC1)COCCOC(c1ccccc1)c1ccccc1	0%	1.4%	17%	-4%	-29%[46.1 µM]	-5%	11%[38.3 µM]
O=C(Nc1ccccc1)N1CCCC(c2nc(-c3ccc(F)cc3)no2)C1 (configuration not stated)	7%	0.1%	1%	-2%	-21%[46.1 µM]	-17%	-5%[38.3 µM]
CN(C1CCCCC1)S(=O)(=O)c1ccc(-n2cnnn2)cc1	3%	-5.3%	nt	0%	-2%[46.1 µM]	5%	nt
O=C(O)CSc1nc2c(c(C(F)(F)F)n1)CCc1ccccc1-2	3%	-1.2%	2%	-28%[46 µM]	-16%	-3%	4%
CC(C)(C)CC(C)(C)NCC(=O)Nc1c2c(nc3ccccc13)CCC2	16%	1.0%	-2%	nt	22%	4%[9.22 µM]	29%
COc1nn(CC(=O)N2N=C(C)CC2(O)C(F)(F)F)cc1[N+](=O)[O-] (configuration not stated)	-1%	0.0%	5%	-6%	5%	-7%	9%
Nn1c(-c2ccc(O)cc2)nnc1-c1ccc(O)cc1	9%	1.6%	nt	nt	7%	-3%[9.22 µM]	nt

(continued)
SMILES	CBFb RUNX1 block	Epigenetic reg	KinaseGlo FLuc	Lamin A splicing	NPSR antagonist	HttQ103 aggreg	IMPase Li inh
C[C@@H](O)[C@H]1C(=O)N2C(C(=O)O)=C(S[C@@H]3CN[C@H](C(=O)N(C)C)C3)[C@H](C)[C@H]12	?	0.0%[16.9 µM]	-1%[17.1 µM]	7%	nt	0%	-2%
C/C=C/C=C\C(=O)Nc1cccc(C2=NOC3(C2)C[C@H](C(N)=O)N(C(=O)CC#N)C3)c1 (some centres not stated)	10%	-1.7%	nt	nt	23%	-27%[9.22 µM]	nt
COc1ccc(S(=O)(=O)Cc2ccc(C(=O)NCc3ccccn3)o2)cc1	-2%	4.1%	1%	-5%	-6%[46.1 µM]	-20%	-23%[38.3 µM]
C/C=C/C=C/C(=O)Nc1nccs1	4%	0.9%	-3%	-15%	12%	-19%	1%
Cc1cccc(CN2CCC(CNC(=O)C3CCCN(S(=O)(=O)c4cnc[nH]4)C3)CC2)c1 (configuration not stated)	5%	0.0%	-6%	-12%	3%[46.1 µM]	?	16%[38.3 µM]
COc1ccc(NC(=O)c2ccc(NC(=O)COC(=O)CC(NC(=O)c3ccccc3Cl)c3ccccc3)cc2)cc1 (configuration not stated)	-8%	0.2%	-2%	11%	-19%	12%	-1%
COc1ccc(/C=N/Nc2ccc(C(F)(F)F)cc2[N+](=O)[O-])cc1O	-17%	0.9%	-2%	1%	-24%	-17%	-8%
COc1cc(/C=N/NC(=O)Cn2cnc3c2c(=O)n(C)c(=O)n3C)cc(OC)c1OC	1%	-1.9%	nt	nt	12%	-31%[9.22 µM]	nt
Cc1ccc(S(=O)(=O)C2(S(=O)(=O)c3ccc(C)cc3)CC2)cc1	17%	-1.1%	nt	nt	-9%	-14%[9.22 µM]	nt
CCOc1cc(NC(=S)NCCOC)c(OCC)cc1NC(=O)c1cccs1	-6%	6.8%	6%	0%[46 µM]	0%	-9%[9.22 µM]	8%
CC1CC(=O)c2cnc(NCC3CCCO3)nc2C1 (configuration not stated)	4%	-0.8%	4%	-5%	-1%[46.1 µM]	-1%	11%[38.3 µM]
O=C(NCCC(c1ccccc1)c1ccccc1)c1cccs1	8%	1.0%	-2%	-13%	-49%	-22%	14%
O=[N+]([O-])c1cc(Br)cc(C=Nc2ccc3c(c2)OCO3)c1O	-28%	2.5%	nt	nt	?	0%[9.22 µM]	nt
O=c1c2cnn(-c3ccccc3)c2ncn1Cc1ccccc1	-1%	0.0%	4%	?	-11%[46.1 µM]	3%	6%
CCOC(=O)/C(C#N)=C/c1c[nH]c2ccccc12	-7%&-6%	1.1%&-1.1%	3%	-14%	5%[7.67 µM]	4%[9.22 µM]	2%
Cc1nc2c(-c3ccc(F)cc3)c(C)nn2c(N2CCOCC2)c1C	27%	-8.9%	1%	2%	-27%[7.67 µM]	-6%	17%[38.3 µM]
Brc1ccc(-c2nc3ccccc3s2)s1	24%	-2.8%	-29%	-2%	13µM*	0%	11µM*
CCC(C)NC(=O)c1ccccc1NS(=O)(=O)c1ccc(OC)c(OC)c1 (configuration not stated)	9%	-2.1%	4%	-6%	-13%[46.1 µM]	-5%	5%[38.3 µM]
CCCCN(CCCC)S(=O)(=O)c1ccc(C(=O)Nc2nnc(CSC)o2)cc1	0%	-1.2%	0%	?	-2%[46.1 µM]	?	2%[38.3 µM]
CC1Cc2ccccc2N1S(=O)(=O)c1cccc(C(=O)Nc2cccnc2)c1 (configuration not stated)	6%	5.3%	nt	nt	-30%	15%[9.22 µM]	nt
Nn1c(Cc2cccc3ccccc23)nnc1SCC(=O)NC1CCS(=O)(=O)C1 (configuration not stated)	5%	-0.3%	2%	6%	-6%[46.1 µM]	-10%	-1%[38.3 µM]
NC(=O)C1CCN(CC(=O)Nc2cc(Cl)ccc2Oc2ccccc2)CC1	2%	-1.6%	5%	-8%[46 µM]	-25%	32%	8%
CC1(C)CC(=O)c2c(oc3cc(O)c(O)cc23)C1	?	2.4%&3.6%	-5%&0%	16%	-7%[46.1 µM]	-14%	14%
O=C(Nc1ccc(Br)cn1)C1CCCN1S(=O)(=O)c1ccccc1 (configuration not stated)	7%	-0.9%	-1%	14%[0.0737 µM]	-1%[46.1 µM]	-8%	4%[38.3 µM]
Cc1ccc(OCC(=O)N/N=C\c2ccc(C)o2)c(C)c1	13%	1.1%	1%	nt	2%	-5%	11%

Additional structures:
SMILES	CBFb RUNX1 block	Epigenetic reg	KinaseGlo FLuc	Lamin A splicing	NPSR antagonist	HttQ103 aggreg	IMPase Li inh
Cc1ccc(N2CCN(S(=O)(=O)N(C)C)CC2)cc1C	-7%	1.1%	-5%	nt	5%	nt	-8%
CS(=O)(=O)Nc1ccc(N2CCCCC2)c(Cl)c1	-5%	-11%	-1%	-16%	-11%[46.1 µM]	10%	24%[38.3 µM]
O=C(OCCOc1ccccc1Cl)c1ccc(-n2cnnn2)cc1	7%	-0.5%	-4%	8%	-22%[46.1 µM]	-2%	-3%[38.3 µM]
Cn1nnnc1SC(C(=O)Nc1ccc(F)cc1)c1ccccc1 (configuration not stated)	2%	-0.4%	0%	-6%[46 µM]	-9%	-3%	2%
CC(CNCC1CCCO1)COc1cccc2ccccc12 (configuration not stated)	12%	-0.9%	7%	-7%	4%[46.1 µM]	20%	-5%
O=C(NCc1cccnc1)c1cc([N+](=O)[O-])ccc1N1CCOCC1	8%	-1.5%	-3%	nt	3%	-7%	1%
O=C(NCCc1ccc(Cl)cc1)Nc1ccc(Cl)cc1	-10%	0.1%	nt	nt	14%	-20%[9.22 µM]	nt
COc1ccc(C)cc1NS(=O)(=O)c1cccc2nonc12	-4%	0.0%	2%	-11%	-11%[46.1 µM]	0%	13%[38.3 µM]

A different layout for part of the listing above.
Values in the order: CBFb RUNX1 block, Epigenetic reg, KinaseGlo FLuc, Lamin A splicing, NPSR antagonist, HttQ103 aggreg, IMPase Li inh
O=C(OCCOc1ccccc1Cl)c1ccc(-n2cnnn2)cc1
    7%, -0.5%, -4%, 8%, -22%[46.1 µM], -2%, -3%[38.3 µM]
CS(=O)(=O)Nc1ccc(N2CCCCC2)c(Cl)c1
    -5%, -11%, -1%, -16%, -11%[46.1 µM], 10%, 24%[38.3 µM]
O=C(NCc1cccnc1)c1cc([N+](=O)[O-])ccc1N1CCOCC1
    8%, -1.5%, -3%, nt, 3%, -7%, 1%

Some of the compounds tested; count on the stated rates, not on these rows.
